TROY NFkB inh = blocks TROY-dependent signaling in reporter cells; Q293 LMP1-TROYcd NF-kB luciferase reporter, 4 h; inhibition, % at 10 µM; 360,000 tested, 0.98% active; AID 1347056;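 active = compounds whose plate-normalised and pattern-corrected inhibition of the luciferase reporter signal at the single screening dose is 50% or more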
NCOA1 inh = inhibits human SRC1 coactivator; Q15788; HEK293 GAL4-SRC1 luciferase reporter, luminescence; inhibition, % at 3.6 µM; 360,000 tested, 0.12% active;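 active = inhibition above the campaign mean plus 3 SD, with each screening campaign given its own cutoff, cut at about 60% in these data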;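 note: 0% = DMSO treated cells and 100% = gossypol at 36 µM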
NR5A2 inv ag = suppresses constitutive activity of human LRH-1; HEK293T StAR-luciferase reporter, LRH-1 transfected, 24 h; inhibition, % at 3.6 µM; 360,000 tested, 0.13% active; AID 602396;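 active = inhibition above the mean inhibition of all tested compounds plus 3 SD, cut at about 73% in these data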;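 note: 0% = DMSO wells and 100% = reporter-only cells lacking LRH-1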
Target sequence (O00482 whole entry, looked up): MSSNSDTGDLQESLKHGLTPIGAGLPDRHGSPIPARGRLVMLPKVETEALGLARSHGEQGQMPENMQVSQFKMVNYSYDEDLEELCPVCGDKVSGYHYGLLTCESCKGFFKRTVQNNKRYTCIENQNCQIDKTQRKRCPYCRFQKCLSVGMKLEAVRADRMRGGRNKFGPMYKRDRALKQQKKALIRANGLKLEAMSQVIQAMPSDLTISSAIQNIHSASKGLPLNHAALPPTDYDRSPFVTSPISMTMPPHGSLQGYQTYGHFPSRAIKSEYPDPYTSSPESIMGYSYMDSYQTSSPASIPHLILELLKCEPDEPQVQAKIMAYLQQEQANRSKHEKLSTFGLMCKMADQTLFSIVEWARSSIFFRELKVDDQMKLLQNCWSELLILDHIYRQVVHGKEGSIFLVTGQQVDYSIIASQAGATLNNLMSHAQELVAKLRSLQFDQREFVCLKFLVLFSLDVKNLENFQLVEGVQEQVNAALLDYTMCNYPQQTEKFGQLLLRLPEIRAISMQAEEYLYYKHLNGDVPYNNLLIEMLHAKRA
LMP1 NFkB inh = reduces LMP1-driven NF-kappaB luciferase signal. LMP1-induced NF-kappaB luciferase reporter cells, luminescence. inhibition, % at 12.5 µM. 350,000 tested, 0.69% active. AID 504558; in the data active = inhibition above about 41%;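 note: 0% = neutral control wells and 100% = reference inhibitor control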
Shn3 3UTR inh = Schnurri-3 reporter inhibition in Clone20 osteoblasts; Clone20 osteoblast Shn3 3'UTR firefly luciferase, 24 h; 360,000 tested, 0.52% active; AID 588674; inhibition, % at 12.5 µM;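 active = mean inhibition of at least 75% with every replicate also reaching 75%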;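 note: 0% = median of neutral control wells and 100% = pilot-screen positive control compound; some compounds past the cut are filed as inactive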
CF NFkB inh = blocks PAF-induced NF-kB reporter in cystic fibrosis cells; inhibition, % at 5 µM; KKLEB NF-kB-GFP reporter, GFP fluorescence overnight; 360,000 tested, 0.86% active;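 active = at least 50% inhibition at 5 µM, scaled per plate between neutral and stimulator controls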;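 note: PAF is a Pseudomonas aeruginosa culture filtrate used as stimulus; plate controls were PAF-stimulated DMSO wells for no effect and unstimulated DMSO wells for full effect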
C8 TRAIL sens = sensitizes caspase-8 expressing cells to TRAIL; NB7+C8 cells + TRAIL, ATPlite viability luminescence; inhibition (viability loss, TRAIL sensitization), % at 10 µM; 360,000 tested, 1% active;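 active = compounds causing at least 50% loss of cell viability in the single-dose screen, relative to plate controls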
COUP-TFII inh = inhibitors of human COUP-TFII (NR2F2). HEK293T NGFI-A luciferase reporter, luminescence. 370,000 tested, 0.7% active. P24468. inhibition, % at 8.6 µM;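 active = inhibition above a per-plate cutoff, mean inhibition of test wells between control levels plus 3 SD, cut at about 38% in these data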;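 note: cells cotransfected with COUP-TFII expression vector driving the NGFI-A reporter; 0% = median of COUP-TF2 test wells and 100% = reporter-only cells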
Target sequence (P24468 whole entry, looked up): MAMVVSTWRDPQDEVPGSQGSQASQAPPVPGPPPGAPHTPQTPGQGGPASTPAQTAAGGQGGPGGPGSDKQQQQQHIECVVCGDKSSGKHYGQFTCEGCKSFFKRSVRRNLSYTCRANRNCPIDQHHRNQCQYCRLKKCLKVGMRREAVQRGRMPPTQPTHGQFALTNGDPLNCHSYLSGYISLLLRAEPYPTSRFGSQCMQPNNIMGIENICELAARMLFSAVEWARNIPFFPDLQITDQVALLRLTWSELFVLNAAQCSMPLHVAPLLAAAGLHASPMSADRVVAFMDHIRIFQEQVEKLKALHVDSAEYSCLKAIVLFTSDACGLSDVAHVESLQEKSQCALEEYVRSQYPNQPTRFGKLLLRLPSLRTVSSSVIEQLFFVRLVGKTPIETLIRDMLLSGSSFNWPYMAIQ
TWEAK-Fn14 inh = blocks TWEAK-Fn14 interaction in a reporter cell assay | TWEAK-stimulated Fn14 reporter cells, luciferase luminescence, 8 h | inhibition, % at 10 µM | 360,000 tested, 2% active; in the data active = inhibition above about 50%
NCOA3 inh = inhibitors of human steroid receptor coactivator 3 (SRC3); Q9Y6Q9; 360,000 tested, 0.17% active; inhibition, % at 3.6 µM; HEK293 GAL4-SRC3 luciferase reporter, luminescence;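 active = inhibition above a per-campaign cutoff, the mean of all compounds plus 3 SD, cut at about 60% in these data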;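 note: 0% = DMSO-treated cells and 100% = gossypol-treated cells at 36 µM; higher means less SRC3-driven luciferase light from the GAL4 reporter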
KKLEB cytotox = CF airway cell cytotoxicity counter-screen. AID 602141. KKLEB CF airway cells viability, ATPlite luminescence, overnight; stronger effect = lower value; cells stimulated with P. aeruginosa culture filtrate. 360,000 tested, 0.36% active. activity change (cytotoxicity), % at 5 µM;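 active = corrected activity change at or below -50% at 5 µM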
Numbers without * were called inactive; · = not tested or not shown. The list is partial. The share of hits here may be higher or lower than overall.

SMILES	TROY NFkB inh	NCOA1 inh	NR5A2 inv ag	LMP1 NFkB inh	Shn3 3UTR inh	CF NFkB inh	C8 TRAIL sens	COUP-TFII inh	TWEAK-Fn14 inh	NCOA3 inh	KKLEB cytotox
CC(C)N(Cc1ccccc1)C(=O)COC(=O)c1cnc(Cl)c(Cl)c1	5	-2	4	6	4	-6	75*	-17	-10	5	-12
O=c1[nH][nH]cc1C=Nc1ccc(Oc2ccccc2)cc1	-41	-22	6	6	-2	5	-5	23	20	11	-5
CCCCCC(=O)N/N=C/c1ccc([N+](=O)[O-])o1	1	-6	14	-16	-1	-1	12	-14	8	4	-4
COc1ccc(NS(=O)(=O)c2ccc3c(c2)oc(=O)n3C)cc1Cl	-13	10	18	11	29	-8	-4	15	17	14	-9
CC(/C=C1\SC(=S)N(NS(=O)(=O)c2ccc(C)cc2)C1=O)=C\c1ccccc1	34	-4	14	0	5	-1	3	9	-7	-2	-4
CC(=O)Nc1ccc(-c2cc(-c3ccc(NC(C)=O)cc3)nc(-c3ccc(NC(C)=O)cc3)n2)cc1	21	4	5	0	-14	-22	-17	-10	-3	22	17
COc1ccc(OC)c(-c2csc(NC(=O)C3COc4ccccc4O3)n2)c1 (stereo unspecified)	1	4	14	-16	8	-4	0	10	25	5	-2
O=S(=O)(Cc1cc(-c2ccccc2Cl)no1)c1ccccc1	-35	-46	-105	-25	-75	7	4	-22	-33	-79	-5
Cc1ccc(C)c(S(=O)(=O)N2CCN(C(=O)Cc3sc(C)nc3-c3ccc(F)cc3)CC2)c1	3	-7	-8	1	4	2	0	26	-8	18	-8
CCN(c1ccc(N=Cc2c(O)n(Cc3ccc(OC)cc3)c(=O)c3ccccc23)cc1)C(C)C	19	-1	0	-1	-24	-155	-6	-14	10	6	4
Cc1cc(C(=O)Nc2nc(-c3ccccn3)cs2)ccc1[N+](=O)[O-]	-26	2	-20	13	33	14	8	-10	-6	1	7
Cc1noc(C)c1COc1cccc(C(=O)NCCc2c[nH]c3ccccc23)c1	17	-20	30	-11	18	-11	-47	5	24	18	-5
O=C(NCCc1ccc(S(=O)(=O)N2CCCC2)cc1)c1cccs1	25	5	-5	-6	26	-6	7	-2	-4	4	-1
CC(=O)N1CCN(c2ccc(NC(=O)c3ccc(Cl)cc3)cc2)CC1	1	-14	4	8	-8	11	-14	15	-6	5	3
CCCCOC(=O)Oc1ccc2c(=O)c(Oc3cccc(C)c3)coc2c1	-22	-77	-34	-11	-47	10	-10	-12	-14	-11	4
Cc1cc(C)cc(NC(=O)CN(C)S(=O)(=O)c2cccc3nsnc23)c1	-6	-8	15	1	8	-17	12	-2	-4	-5	3
Cc1cc(C)nc(NNC2=CC(=[N+]3CCCCC3)CC(C)(C)C2)n1	16	-3	-8	-7	54	-6	7	20	7	18	3
COc1ccc(S(=O)(=O)N(C)CC(=O)NCCC2=CCCCC2)cc1C	3	-14	6	13	2	-5	1	11	4	3	6
O=[N+]([O-])c1cc(/C=N/Nc2nc(N3CCOCC3)nc(N3CCOCC3)n2)ccc1Cl	4	-45	30	-28	7	2	-7	19	-3	12	-4
CCc1ccc(CN2CCSCC2)cc1	5	-10	2	0	1	-19	-28	-9	-2	-18	-34
COCCNC(=O)Cn1cc(/C=C(\C#N)C(=O)NC2CC2)c2ccccc21	-4	2	4	4	10	-10	-15	-5	-1	0	5
COc1ccc(CCNC(=O)COC(=O)/C=C/c2cc(OC)c(OC)c(OC)c2)cc1OC	-10	3	25	-4	0	-10	-3	-10	-8	13	10
Cn1c(SCc2ccc(Cl)cc2Cl)nc(C(F)(F)F)cc1=O	-4	-26	6	-1	9	3	8	15	1	20	-9
O=C(Nc1ccc2oc(-c3ccccc3F)nc2c1)c1cncc(Br)c1	-15	-20	-33	-6	0	-7	5	7	-16	-6	21
O=C(CNC(=O)c1ccncc1)N/N=C/c1ccccc1[N+](=O)[O-]	1	-18	-13	0	-4	3	-4	-37	-7	12	-7

Look-ups from the results shown:
Under COUP-TFII inh, `CCc1ccc(CN2CCSCC2)cc1` is listed with -9
Under NCOA1 inh, `Cc1noc(C)c1COc1cccc(C(=O)NCCc2c[nH]c3ccccc23)c1` is listed with -20

6 records drawn at random from the list so far:
SMILES	TROY NFkB inh	NCOA1 inh	NR5A2 inv ag	LMP1 NFkB inh	Shn3 3UTR inh	CF NFkB inh	C8 TRAIL sens	COUP-TFII inh	TWEAK-Fn14 inh	NCOA3 inh	KKLEB cytotox
O=c1[nH][nH]cc1C=Nc1ccc(Oc2ccccc2)cc1	-41	-22	6	6	-2	5	-5	23	20	11	-5
CCCCOC(=O)Oc1ccc2c(=O)c(Oc3cccc(C)c3)coc2c1	-22	-77	-34	-11	-47	10	-10	-12	-14	-11	4
COCCNC(=O)Cn1cc(/C=C(\C#N)C(=O)NC2CC2)c2ccccc21	-4	2	4	4	10	-10	-15	-5	-1	0	5
CCN(c1ccc(N=Cc2c(O)n(Cc3ccc(OC)cc3)c(=O)c3ccccc23)cc1)C(C)C	19	-1	0	-1	-24	-155	-6	-14	10	6	4
CC(=O)Nc1ccc(-c2cc(-c3ccc(NC(C)=O)cc3)nc(-c3ccc(NC(C)=O)cc3)n2)cc1	21	4	5	0	-14	-22	-17	-10	-3	22	17
Cc1cc(C)nc(NNC2=CC(=[N+]3CCCCC3)CC(C)(C)C2)n1	16	-3	-8	-7	54	-6	7	20	7	18	3

Back to the main list; the three compounds before the break are reprinted first.
SMILES	TROY NFkB inh	NCOA1 inh	NR5A2 inv ag	LMP1 NFkB inh	Shn3 3UTR inh	CF NFkB inh	C8 TRAIL sens	COUP-TFII inh	TWEAK-Fn14 inh	NCOA3 inh	KKLEB cytotox
Cn1c(SCc2ccc(Cl)cc2Cl)nc(C(F)(F)F)cc1=O	-4	-26	6	-1	9	3	8	15	1	20	-9
O=C(Nc1ccc2oc(-c3ccccc3F)nc2c1)c1cncc(Br)c1	-15	-20	-33	-6	0	-7	5	7	-16	-6	21
O=C(CNC(=O)c1ccncc1)N/N=C/c1ccccc1[N+](=O)[O-]	1	-18	-13	0	-4	3	-4	-37	-7	12	-7
O=C(CNC(=O)N1CC(=O)Nc2ccccc21)NCc1ccc(Cl)cc1	-1	0	6	0	10	-1	5	16	-11	2	1
COc1ccc(/C(O)=C2/C(=O)C(=O)N(CCCC(=O)O)C2c2ccc(OC)cc2)cc1 (stereo unspecified)	12	5	-3	-1	-3	-12	-3	-6	-2	14	6
Cc1c(N(C)S(=O)(=O)c2ccc(Cl)c(C(=O)NCC3CCCO3)c2)c(=O)n(-c2ccccc2)n1C (stereo unspecified)	8	-7	-4	-2	7	-37	10	-3	20	11	21
CS(=O)(=O)N(CC(=O)N1CCCCC1)C1CCCCC1	7	10	-8	6	-33	3	-8	-7	-15	8	2
O=C(c1ccc(Cn2c(=S)[nH]c3ccc(N4CCOCC4)cc3c2=O)cc1)N1CCC(N2CCCCC2)CC1	-1	-4	-21	-2	-29	-8	-23	4	-18	2	-5
COc1cccc(/C=N/n2c(-c3cc(C)[nH]n3)n[nH]c2=S)c1	-9	-14	-3	4	7	5	3	-4	13	10	2
Cc1ccc(OCC(=O)Nc2ccc3c(c2)nc(CCN2CCN(c4ccccn4)CC2)n3C)cc1	29	0	29	11	13	-12	28	34	16	0	24
COc1ccc(/C=N/NC(=O)c2sc(C)nc2C)cc1	8	-69	-12	11	8	3	-11	0	-11	-21	-7
Cc1cc(C)nc(NC(=O)c2ccc(C)c([N+](=O)[O-])c2)n1	-8	-1	-35	-202	-3	9	-8	-7	-14	10	7
CN1C(=O)Cc2cc(S(=O)(=O)NCCc3ccccc3)ccc21	2	-21	-17	-6	2	-29	-13	7	17	-10	2
O=C(COC(=O)C12CC3CC(CC(C3)C1)C2)Nc1ccc([N+](=O)[O-])cc1Cl	14	-4	-2	7	20	-16	5	-70	-33	0	-1
O=C(CSc1nc2ccccc2c(=O)n1Cc1ccco1)N1CCCCCC1	-6	-58	-8	-5	25	-1	-1	17	24	1	6
CC(=O)[C@@H]1[C@@H](C)N(Cc2ccccc2)C(=O)N[C@H]1c1ccccc1	-1	-12	23	-2	71	-7	-15	-3	8	-1	5
CCc1nc2ccc(C(=O)N3CCN(C)CC3)cn2c1N(CCC(C)C)CCN(C)C	-12	-2	-9	·	5	1	-15	-10	11	-14	-6
COc1ccc(N2CCN(C(=O)CCS(=O)(=O)c3ccc(C)cc3)CC2)cc1	9	-9	-9	-2	-3	18	-4	-8	4	-8	10
CC(C)Nc1ccc(-n2nc3ccccc3[n+]2[O-])cc1	37	-58	-92	16	-35	7	55*	-24	62*	-79	-3
CC(=O)Nc1cccc(Oc2ncnc3scc(-c4ccc(C(C)C)cc4)c23)c1	17	-82	-19	23	14	4	47	-17	5	-46	-6
CC1(C)CC(=O)C(=Cc2cn(CCC#N)nc2-c2ccc(Cl)cc2)C(=O)C1	25	-9	-8	-2	3	-10	-8	-4	20	7	8
CN1CCN(C(c2cccs2)c2nnnn2Cc2ccc(F)cc2)CC1 (stereo unspecified)	11	2	-5	-2	15	1	-10	-4	7	3	6
CN(C)c1ccc(N=Nc2ccccc2C(=O)OCC(=O)NCC2CCCCC2)cc1	-38	-41	-14	-12	-13	21	22	-22	41	-25	-23
CCc1nnc(NC(=O)CCC(=O)NC2CCCCC2)s1	2	-7	12	0	-12	-10	1	1	0	19	10
COC(=O)C1=C[C@@H](C(=O)OC)C2C3=C(C(=O)C24CCCCC4)[C@H](C)n2c(=O)n(C)c(=O)n2[C@@H]3C1 (stereo partly specified)	16	-10	10	-8	-11	1	-11	-16	10	-5	-8
NC(=O)C1CCN(CCC(=O)Nc2cccc(Cl)c2)CC1	-16	-5	2	3	-7	2	7	0	3	3	1
Cc1ccc(NC(=O)CN(C)S(=O)(=O)c2ccc(Br)s2)cc1F	8	-19	5	1	5	10	-9	13	25	20	-5
CCOC(=O)C1CSC2(CCC(c3ccccc3)CC2)N1 (stereo unspecified)	26	0	13	7	7	-8	-4	2	25	-6	1
CCOC(=O)C1CCN(C(=O)CCc2ccccc2)CC1	24	-14	-3	-4	3	22	-13	-1	-11	-2	5
COc1ccc2sc(-c3ccc(S(C)(=O)=O)cc3)c(-c3ccc(SC)cc3)c2c1	-20	1	27	3	1	0	4	3	-13	2	3

Marked active in TWEAK-Fn14 inh, among the entries above:
SMILES,NCOA1 inh,NR5A2 inv ag,LMP1 NFkB inh,Shn3 3UTR inh,CF NFkB inh,COUP-TFII inh,TWEAK-Fn14 inh,NCOA3 inh
CC(C)Nc1ccc(-n2nc3ccccc3[n+]2[O-])cc1,-58,-92,16,-35,7,-24,62*,-79
